AGP1-GFP MLPCN: yeast TOR pathway AGP1-GFP modulation | actives 0.02% (n = 320,000) | S. cerevisiae AGP1-GFP multiplex flow cytometry, 3 h; GFP as percent of DMSO wells | GFP response vs DMSO, % at 10 µM | AID 2066;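 active = GFP response relative to DMSO above a set limit, near screen average plus 3 SD, cut at about 150% in these data; inconclusive = fewer than 70 cells counted for the yeast strain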;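 note: median GFP channel fluorescence of the gated AGP1 strain per well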
MEP2 TOR yeast: alters MEP2-GFP fluorescence in TOR pathway yeast screen; S. cerevisiae MEP2-GFP strain, flow cytometry GFP, 3 h; 100% = DMSO control level; GFP response vs DMSO, % at 10 µM; actives 0.51% (n = 330,000);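 active = GFP response versus DMSO above a set limit, roughly screen mean plus 3 SD, cut at about 180% in these data; inconclusive = fewer than 70 cells counted for a yeast strain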;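 note: median GFP fluorescence of the barcode-gated MEP2-GFP cells per well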
RPL19A-GFP yeast: alters RPL19A-GFP fluorescence in TOR pathway yeast screen; S. cerevisiae RPL19A-GFP strain, flow cytometry, 3 h; stronger effect = lower value; actives 0.3% (n = 330,000); percent response vs DMSO, % at 10 µM; AID 2025;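 active = percent response vs DMSO below 50%; inconclusive = fewer than 70 events counted for the yeast strain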;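 note: median channel GFP fluorescence of the barcoded RPL19A-GFP strain; ratio of sample median GFP to plate DMSO average so 100% = DMSO; lower means less RPL19A-GFP as with rapamycin TOR inhibition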
Yeast superoxide: lowers age-related superoxide in aged yeast cells | S. cerevisiae aged cells, superoxide DHE fluorescence; stronger effect = lower value | AID 2690 | superoxide response (% of plate mean), % at 10 µM | actives 0.18% (n = 330,000);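 active = superoxide response under a set limit, about three screen SD below normal, cut at about 65% in these data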;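 note: yeast aged for seven days with compound at 30 °C before DHE staining; 100% = average MFI of all compound-treated wells on the plate with controls excluded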
LAP4-GFP MLPCN: modulators of TOR pathway LAP4-GFP in S. cerevisiae; S. cerevisiae LAP4-GFP multiplex, flow cytometry GFP, 3 h; median GFP as percent of DMSO wells; GFP response vs DMSO, % at 10 µM; actives 0.34% (n = 320,000);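 active = GFP response vs DMSO above a set limit, about the screen mean plus 3 SD, cut at about 150% in these data; inconclusive = under 70 cell events counted for the yeast strain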
VLA-4 inh: inhibition in a human VLA-4 binding assay. inhibition, % (about 7 µM as worked out from the volumes in the protocol). actives 0.2% (n = 330,000). AID 2557. P13612. VLA-4 expressing cells, ligand binding flow cytometry; in the data active = inhibition above about 50%
Target sequence (P13612 whole entry, looked up): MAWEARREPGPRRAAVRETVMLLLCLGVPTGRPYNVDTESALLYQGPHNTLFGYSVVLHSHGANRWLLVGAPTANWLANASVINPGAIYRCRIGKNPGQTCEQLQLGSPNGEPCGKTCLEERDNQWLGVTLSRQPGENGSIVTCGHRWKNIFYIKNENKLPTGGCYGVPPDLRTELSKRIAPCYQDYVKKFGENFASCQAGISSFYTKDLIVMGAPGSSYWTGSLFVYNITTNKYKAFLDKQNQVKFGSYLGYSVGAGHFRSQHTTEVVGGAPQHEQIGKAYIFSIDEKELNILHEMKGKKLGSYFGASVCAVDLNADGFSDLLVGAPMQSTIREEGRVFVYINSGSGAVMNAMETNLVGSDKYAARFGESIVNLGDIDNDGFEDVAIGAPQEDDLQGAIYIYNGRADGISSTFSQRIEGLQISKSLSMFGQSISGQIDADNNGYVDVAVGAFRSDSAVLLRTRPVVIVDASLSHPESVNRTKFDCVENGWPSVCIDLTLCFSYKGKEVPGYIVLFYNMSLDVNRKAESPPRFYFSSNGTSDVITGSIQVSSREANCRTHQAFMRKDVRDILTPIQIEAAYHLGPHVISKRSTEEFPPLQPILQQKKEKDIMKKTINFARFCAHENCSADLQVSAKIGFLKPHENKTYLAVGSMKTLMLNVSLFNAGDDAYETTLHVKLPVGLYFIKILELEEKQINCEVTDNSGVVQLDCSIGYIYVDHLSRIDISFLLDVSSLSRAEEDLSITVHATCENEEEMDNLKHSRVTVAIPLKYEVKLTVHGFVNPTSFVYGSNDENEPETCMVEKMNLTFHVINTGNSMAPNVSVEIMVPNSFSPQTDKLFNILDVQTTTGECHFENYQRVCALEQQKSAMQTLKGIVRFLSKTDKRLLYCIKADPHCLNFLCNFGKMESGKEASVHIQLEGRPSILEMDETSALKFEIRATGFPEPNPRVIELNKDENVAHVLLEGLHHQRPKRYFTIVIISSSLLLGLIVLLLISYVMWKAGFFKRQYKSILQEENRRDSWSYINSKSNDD
GRK2 aptamer HTS: inhibitors of human GRK2 displacing RNA aptamer. AID 488847. actives 0.59% (n = 330,000). P25098. inhibition of aptamer binding, % at 10 µM. bead flow cytometry, FAM-aptamer displacement from GRK2;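 active = inhibition of aptamer binding above 40%, roughly 3 SD of noise, on plates passing a quality check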;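 note: median bead fluorescence of bound FAM aptamer so fluorescent compounds give negative values; no value below 0 was filed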
CIT2 TOR yeast: alters CIT2-GFP fluorescence in TOR pathway yeast screen; GFP response vs DMSO, % at 10 µM; actives 0.065% (n = 320,000); S. cerevisiae CIT2-GFP strain, flow cytometry, 3 h; 100 means same as DMSO wells;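 active = GFP response relative to DMSO above a set limit, near the screen mean plus 3 SD, cut at about 150% in these data; inconclusive = Fewer than 70 cells measured for a yeast strain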;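 note: ratio of well median GFP fluorescence to mean of DMSO wells on the plate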
An asterisk follows results filed as active; ? = inconclusive; . = not tested or not shown; [ ] = dose if it differs, or a comment. An unsorted share of the library. About 1.7% of those tested had a hit in this group.

No. | mol | AGP1-GFP MLPCN | MEP2 TOR yeast | RPL19A-GFP yeast | Yeast superoxide | LAP4-GFP MLPCN | VLA-4 inh | GRK2 aptamer HTS | CIT2 TOR yeast
1 | CC(C)NC(=O)c1ccccc1NC(=O)Cc1ccc([N+](=O)[O-])cc1 | 104 | 101 | 106 | 74 | 99 | -2 | 0 | 98
2 | Cc1cc(NC(=O)CCC(=O)N(CC(=O)NCC2CCCO2)c2cccc(F)c2)no1 (stereo not drawn) | 106 | 87 | 101 | 95 | 97 | 8 | 1 | 105
3 | COc1ccc(CC(=O)OCC(=O)NCc2ccc3c(c2)OCO3)cc1OC | 110 | 105 | 101 | 100 | 104 | 2 | 9 | 110
4 | CC(C)(O)C#Cc1ncc(C(F)(F)F)cc1Cl | 101 | 98 | 100 | 121 | 102 | 3 | 0 | 98
5 | COc1ccc(/C(O)=C/C(=O)C(=O)Nc2c(C)n(C)n(-c3ccccc3)c2=O)cc1 | 98 | 100 | 98 | 71 | 97 | 2 | 0 | 92
6 | COc1ccc(CSc2nc(C)cc(=O)[nH]2)cc1 | 100 | 98 | 94 | 105 | 95 | 11 | 0 | 99
7 | O=C(Nc1nnc(-c2ccncc2)o1)c1cccc(N2C(=O)CCC2=O)c1 | 85 | 97 | 91 | 109 | 83 | -2 | 0 | 86
8 | Cc1ccc(-n2[nH]c(C)c(C=Nc3ccc(C)cn3)c2=O)cc1 | 98 | 102 | 102 | 115 | 114 | -17 | 3 | 104
9 | OC(COc1ccc2cc(Br)ccc2c1)CN1CCN(c2ccccn2)CC1 (stereo not drawn) | 97 | 95 | 100 | 90 | 102 | -7 | 0 | .
10 | c1cc(-c2cc3cc4c(cc3cn2)OCO4)cs1 | 104 | 112 | 99 | 95 | 113 | -3 | 0 | 97
11 | Cc1ccc(C(C[N+](=O)[O-])c2c(-c3ccccc3O)[nH][nH]c2=O)cc1 (stereo not drawn) | 98 | 99 | 95 | 94 | 107 | 0 | 0 | 101
12 | CCCCCOC(=O)C1=C(C)N(C)C(=O)NC1c1cc(Br)c(O)c(OC)c1 (stereo not drawn) | 104 | 109 | 99 | 95 | 97 | -5 | 1 | 108
13 | CCOc1ccc(C(=O)NCC(c2ccco2)N2CCOCC2)cc1 (stereo not drawn) | 86 | 96 | 90 | 105 | 84 | 11 | 3 | 89
14 | CC(C)(C)c1ccc(-c2nc(C#N)c(NCc3cccnc3)o2)cc1 | 94 | 93 | 97 | 105 | 86 | 8 | 0 | 99
15 | COC(=O)CCc1cccc(CCC(=O)OC)c1 | 74 | 89 | 91 | 98 | 106 | 39 | 4 | 68

5 of the compounds above, with one line to a screen.
1) CC(C)NC(=O)c1ccccc1NC(=O)Cc1ccc([N+](=O)[O-])cc1
2) Cc1cc(NC(=O)CCC(=O)N(CC(=O)NCC2CCCO2)c2cccc(F)c2)no1 (stereo not drawn)
3) COc1ccc(CC(=O)OCC(=O)NCc2ccc3c(c2)OCO3)cc1OC
4) CC(C)(O)C#Cc1ncc(C(F)(F)F)cc1Cl
5) COc1ccc(/C(O)=C/C(=O)C(=O)Nc2c(C)n(C)n(-c3ccccc3)c2=O)cc1
assay / entry,1,2,3,4,5
AGP1-GFP MLPCN,104,106,110,101,98
MEP2 TOR yeast,101,87,105,98,100
RPL19A-GFP yeast,106,101,101,100,98
Yeast superoxide,74,95,100,121,71
LAP4-GFP MLPCN,99,97,104,102,97
VLA-4 inh,-2,8,2,3,2
GRK2 aptamer HTS,0,1,9,0,0
CIT2 TOR yeast,98,105,110,98,92

(next part)
No. | mol | AGP1-GFP MLPCN | MEP2 TOR yeast | RPL19A-GFP yeast | Yeast superoxide | LAP4-GFP MLPCN | VLA-4 inh | GRK2 aptamer HTS | CIT2 TOR yeast
16 | C/C(=N\N)c1c(-c2ccccc2)c2cc(Br)ccc2[nH]c1=O | . | 99 | 96 | 94 | 103 | 8 | 4 | 100
17 | COC(=O)CN(c1cccc(C)c1)S(=O)(=O)c1ccccc1 | 112[may fluoresce red and violet] | 96[may fluoresce red and violet] | ? | 96 | 89[may fluoresce red and violet] | 2 | 3 | ?
18 | CCC(SCC(=O)OC)C(=O)Nc1nnc(C(C)C)s1 (stereo not drawn) | 107 | 107 | 99 | 95 | 103 | 4 | 2 | 108
19 | Cc1cc(NC(=O)COC(=O)[C@@H](NS(=O)(=O)c2ccc(Br)cc2)C(C)C)no1 | 98 | 94 | 99 | 94 | 87 | -1 | 2 | 77
20 | O=C(Cc1cccs1)Nc1cccc(-c2nc3ccccc3[nH]2)c1 | 104 | 104 | 106 | 128 | 98 | 5 | 2 | 108
21 | O=C(c1ccc(-c2ccccc2)cc1)c1ccc([N+](=O)[O-])cc1 | 99 | 94 | 96 | 86 | 101 | -14 | 5 | 87
22 | COc1ccc(NC(=O)N(C)C[C@H]2Oc3ccc(NC(=O)NC(C)C)cc3C(=O)N([C@H](C)CO)C[C@@H]2C)cc1 | 88 | 88 | 94 | 125 | 85 | -6 | 2 | 85
23 | O=C(CCCC(=O)N(CC(=O)NC1CCCC1)Cc1ccc(F)cc1)Nc1ccccn1 | 105 | 109 | 96 | 106 | 104 | -12 | 0 | 113
24 | CC(C)N(CCCNC(=O)Cn1ncc2c([nH]c3ccccc32)c1=O)Cc1ccccc1 | 102 | 93 | 100 | 88 | 93 | 22 | 0 | 109
25 | CCCOc1ccc(N2C(=O)CC(S/C(N)=N/N=C(\C)c3cccs3)C2=O)cc1 (stereo not drawn) | 94 | 95 | 97 | 113 | 86 | 1 | 1 | 89
26 | O=c1c2c3c(sc2nc2n1CCCCC2)CCC3 | . | 110 | 103 | 106 | 108 | 7 | 2 | 103
27 | CCN(CC)CCCNC(=S)Nc1ccc(Br)cc1 | 90 | 98 | 105 | 80 | 92 | 6 | 3 | 90
28 | CC(C)CC(=O)Nc1ccc(C(=O)Nc2cccc(O)c2)cc1 | 91 | 92 | 98 | 97 | 101 | 8 | 0 | 88
29 | CC(=O)N/C(=C/c1ccccc1)C(=O)N1CCCCC1 | 101 | 106 | 103 | 107 | 101 | -3 | 0 | 104
30 | CCC(=O)c1ccc(OCC(=O)N2CCN(S(=O)(=O)c3ccc(Cl)s3)CC2)cc1 | 100 | 99 | 98 | 92 | 98 | 0 | 2 | 101
31 | COc1cccc(C2C(C(=O)Nc3ccccc3)=C(C)N=c3s/c(=C/c4ccc(OCC(=O)O)cc4)c(=O)n32)c1 (stereo not drawn) | 101 | 102 | 104 | 90 | 103 | -12 | 2 | 90
32 | CN(CC(=O)Nc1ccc(OC(F)(F)F)cc1)C(=O)Cc1cccs1 | 97 | 97 | 99 | 109 | 94 | 9 | 3 | 90
33 | COCCCNC(=O)Cn1c(=O)oc2cc(S(=O)(=O)N3CC(C)CC(C)C3)ccc21 (stereo not drawn) | 98 | 111 | 97 | 93 | 92 | 17 | 3 | 97
34 | O=C(CSc1ncccc1C(=O)O)NCc1ccc(F)cc1 | 104 | 109 | 101 | 97 | 102 | 5 | 0 | 113
35 | CCc1ccc(NS(=O)(=O)c2c(C)noc2C)cc1 | 100 | 92 | 99 | 99 | 108 | 6 | 1 | 88
36 | Cc1ccccc1N(CC(=O)Nc1ccc(S(=O)(=O)N2CCOCC2)cc1)S(C)(=O)=O | 91 | 93 | 95 | 106 | 88 | 15 | 3 | 101
37 | CSC1=C(C#N)C(c2ccccc2)C(C(C)=O)=C(C)N1 (stereo not drawn) | 100 | 104 | 102 | 83 | 89 | 4 | 0 | 106
38 | CC(C)[C@H](NC(=O)OCc1ccccc1)C(=O)OCc1cc(=O)oc2cc(O)ccc12 | 100 | 108 | 98 | 108 | 106 | -10 | 0 | 105
39 | Fc1ccccc1COc1ccccc1CNCc1ccncc1 | 94 | 97 | 95 | 95 | 96 | 11 | 0 | 97
40 | O=C(NCCc1ccc(Cl)cc1)Nc1ccc(Cl)cc1 | 104 | 102 | 96 | 85 | 111 | 18 | 0 | 98
41 | COc1ccc2cc(C3CC(c4ccco4)=NN3S(=O)(=O)c3ccccc3)c(Cl)nc2c1 (stereo not drawn) | 97 | 102 | 99 | 54* | 99 | 0 | 1 | 99
42 | COc1ccc(N(CC(=O)NCc2ccccc2OC)S(=O)(=O)c2ccc(C)cc2)cc1Cl | 95 | 93 | 96 | 119 | 84 | -11 | 0 | 88
43 | O=C(COc1ccccc1)NCC(=O)N/N=C/c1ccc(O)cc1O | 102 | 97 | 97 | 106 | 106 | 7 | 0 | 94
44 | NS(=O)(=O)c1ccc(NC(=S)N2CCN(Cc3ccc4c(c3)OCO4)CC2)cc1 | 104 | 98 | 98 | 98 | 95 | 0 | 0 | 102
45 | COc1ccc(OC)c(CNC(=O)Cn2nc(C)c3c(C)n(-c4ccc(C)cc4)nc3c2=O)c1 | 103 | 99 | 97 | 122 | 101 | 7 | 0 | 99

Just Yeast superoxide, LAP4-GFP MLPCN and MEP2 TOR yeast, for 7 of the compounds above:
no.	Molecule	Yeast superoxide	LAP4-GFP MLPCN	MEP2 TOR yeast
36	Cc1ccccc1N(CC(=O)Nc1ccc(S(=O)(=O)N2CCOCC2)cc1)S(C)(=O)=O	106	88	93
37	CSC1=C(C#N)C(c2ccccc2)C(C(C)=O)=C(C)N1 (stereo not drawn)	83	89	104
38	CC(C)[C@H](NC(=O)OCc1ccccc1)C(=O)OCc1cc(=O)oc2cc(O)ccc12	108	106	108
39	Fc1ccccc1COc1ccccc1CNCc1ccncc1	95	96	97
40	O=C(NCCc1ccc(Cl)cc1)Nc1ccc(Cl)cc1	85	111	102
41	COc1ccc2cc(C3CC(c4ccco4)=NN3S(=O)(=O)c3ccccc3)c(Cl)nc2c1 (stereo not drawn)	54*	99	102
42	COc1ccc(N(CC(=O)NCc2ccccc2OC)S(=O)(=O)c2ccc(C)cc2)cc1Cl	119	84	93

Next entries follow.
No. | mol | AGP1-GFP MLPCN | MEP2 TOR yeast | RPL19A-GFP yeast | Yeast superoxide | LAP4-GFP MLPCN | VLA-4 inh | GRK2 aptamer HTS | CIT2 TOR yeast
46 | CC(C)NC(=O)Nc1cccc2c1O[C@H](CN(C)C(=O)Nc1ccc(C(F)(F)F)cc1)[C@@H](C)CN([C@H](C)CO)C2=O | 91 | 88 | 89 | 97 | 94 | -13 | 0 | 93
47 | CCCCOc1cccc(C2/C(=C(\O)c3ccc4c(c3)OCCO4)C(=O)C(=O)N2CCN2CCOCC2)c1 (stereo not drawn) | 100 | 98 | 98 | 78 | 101 | 8 | 0 | 95
48 | CC(c1cccs1)N(Cc1ccco1)C(=S)Nc1ccccc1Cl (stereo not drawn) | 101 | 98 | 94 | 87 | 100 | 3 | 0 | 89
49 | O=C(O)C1C2CCCCC2=C2CCCCC2C1C(=O)O (stereo not drawn) | 98 | 108 | 96 | 94 | 100 | 13 | 1 | 96
50 | CC(C)(C)c1ccc(C(=O)Nc2ccc(CC(=O)O)cc2)o1 | 95 | 101 | 95 | 138 | 105 | 1 | 3 | 90
51 | O=C(COC(=O)C1CC2C=CC1C2)Nc1ccccc1 (stereo not drawn) | 105 | 99 | 102 | 84 | 94 | . | 4 | 92
52 | CCOC(=O)C1CCCN(CC(=O)Nc2nc(-c3ccccc3)cs2)C1 (stereo not drawn) | 102 | 107 | 106 | 102 | 96 | 15 | 0 | 107
53 | O=C(CSc1nc2cccnc2n1Cc1ccccc1)N1CCCC1 | 87 | 91 | 88 | 88 | . | 9 | 0 | 77
54 | C/C(=N\NC(=O)CCc1ccc(S(=O)(=O)N2CCOCC2)cc1)c1ccc(OC(F)F)cc1 | 104 | 97 | 104 | 101 | 98 | 11 | 0 | 99
55 | O=c1[nH]nc(Cc2ccc(Cl)cc2)c2ccccc12 | 98 | 103 | 101 | 102 | 107 | -7 | 0 | 91
